# Compound activity: PubChem, Sanford-Burnham Center for Chemical Genomics
# CCR6 antagonist: CCR6 receptor antagonists, primary screen, cell-based, CHO-K1, luminescence, beta-arrestin, uHTS; AID 493098, 2011; C-C chemokine receptor type 6 (Homo sapiens), P51684; 340,000 compounds, 0.49% hits; inhibition, % at 20 µM; CHO-K1 CCR6 PathHunter beta-arrestin, CCL20-stimulated;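 active means compounds whose inhibition of the agonist-driven luminescence signal at 20 µM reaches about 50%, limit read from the data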;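 further: cells stimulated with CCL20 at 14 nM final; plate controls were DMSO with CCL20 for no effect and DMSO without agonist for full effect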
# Target sequence (P51684 whole entry, looked up): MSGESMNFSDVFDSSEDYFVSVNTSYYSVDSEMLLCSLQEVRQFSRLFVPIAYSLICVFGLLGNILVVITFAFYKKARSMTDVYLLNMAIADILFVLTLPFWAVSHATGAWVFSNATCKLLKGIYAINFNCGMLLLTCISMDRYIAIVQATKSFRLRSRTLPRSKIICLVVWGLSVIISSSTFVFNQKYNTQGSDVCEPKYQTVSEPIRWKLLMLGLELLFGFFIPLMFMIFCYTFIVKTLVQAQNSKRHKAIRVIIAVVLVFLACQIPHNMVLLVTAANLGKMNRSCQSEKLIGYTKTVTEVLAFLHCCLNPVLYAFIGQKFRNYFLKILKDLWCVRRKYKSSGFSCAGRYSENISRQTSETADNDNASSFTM
# APJ ag: agonists of human apelin receptor APJ, primary screen, CHO-K1 cells, PathHunter beta-arrestin, luminescence | activation, % at 20 µM | 0% DMSO wells, 100% apelin | AID 2520, 2010 | 330,000 compounds, 0.11% hits;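 active means activation more than six SD over the plate average, tested at 20 µM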;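 further: 0% = DMSO alone and 100% = apelin-13 at 10 nM; some results filed as inactive read as strong as hits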
# Target sequence (P35414 whole entry, looked up): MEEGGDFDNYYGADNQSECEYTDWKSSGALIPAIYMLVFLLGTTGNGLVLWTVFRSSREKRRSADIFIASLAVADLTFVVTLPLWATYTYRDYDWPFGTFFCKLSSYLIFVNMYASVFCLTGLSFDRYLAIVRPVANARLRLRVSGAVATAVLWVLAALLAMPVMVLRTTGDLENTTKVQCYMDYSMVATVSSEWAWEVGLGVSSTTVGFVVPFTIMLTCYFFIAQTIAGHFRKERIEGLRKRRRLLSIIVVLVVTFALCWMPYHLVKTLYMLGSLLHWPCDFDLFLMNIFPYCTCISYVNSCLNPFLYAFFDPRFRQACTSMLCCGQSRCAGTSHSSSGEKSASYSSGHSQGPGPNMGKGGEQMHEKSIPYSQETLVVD
#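 Assay system: CHO-K1 cells stably expressing ProLink-tagged human APJ and arrestin–beta-gal acceptor. Compound dosing: 20 µM single point, 1% DMSO. Times: 16-18 h seeding, 90 min dark compound exposure, 60 min detection. Detection: beta-gal luminescence. Evaluation: APJ–arrestin association signal. Controls: negative DMSO alone, positive Apelin-13 at 10 nM.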
# UPR XBP1 act: activators of adaptive XBP1 UPR arm, primary screen, cell-based, CHO-XBP1 luciferase reporter, luminescence, uHTS; IRE1-XBP1 UPR activation; percent of tunicamycin response, DMSO as zero; 330,000 compounds, 0.33% hits; AID 463104, 2010; activation, % at 20 µM;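 active means versus positive control, 20 µM dose yields 30% or more activation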;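 further: 100% = tunicamycin at 10 µg/mL and 0% = DMSO only wells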
#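 Material: CHO cell line with stable XBP1 luciferase reporter; buffer or medium: F12 medium containing 10% fetal bovine serum; compound: single point, 20 µM final compound, 1% DMSO; incubation: 6 h treatment, 37 °C; measured by: glow luminescence from Steady-Glo reagent; evaluation: activation, % of tunicamycin; control set: tunicamycin high, DMSO low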
# APJ antag: antagonists of human apelin receptor APJ, primary screen, CHO-K1 cells, beta-arrestin complementation, luminescence. P35414. 330,000 compounds, 0.32% hits. inhibition, % at 20 µM. AID 2521, 2010;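 active means inhibition above about 40% at 20 µM, limit read from the data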;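 further: cells challenged with 10 nM apelin-13 agonist together with compound; plate controls were apelin-13 plus DMSO wells for no effect and DMSO wells lacking apelin-13 for full effect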
# UPR CHOP act: activators of apoptotic CHOP UPR arm, primary screen, cell-based, CHO-CHOP luciferase reporter, luminescence, uHTS; UPR activation; percent of tunicamycin response over DMSO baseline; activation, % at 10 µM; 330,000 compounds, 0.34% hits; AID 449763, 2010;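 active means at 10 µM dose, activation of 40% or more, normalized to positive control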;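 further: 100% = tunicamycin at 10 µg/mL and 0% = DMSO alone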
#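 Evaluation: % reporter activation, DMSO baseline versus tunicamycin full activation; System: CHO-CHOP luciferase reporter cell line; Input: 500 cells/well; Incubation: 6 h compound treatment, 37 °C; Measured by: Steady-Glo luciferase luminescence; Dosing: one dose, 10 µM in 0.5% DMSO; Buffer or medium: F12 medium, 10% FBS; Benchmarks: positive tunicamycin 10 µg/mL, negative DMSO alone.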
# Mdm2-MdmX inh: inhibitors of human Mdm2-MdmX association, primary screen, cell-based, luminescence, split luciferase, SaOS-2, uHTS; Protein Mdm4 (Homo sapiens) + E3 ubiquitin-protein ligase Mdm2 (Homo sapiens), …; SaOS-2 split-luciferase Mdm2/MdmX complementation; inhibition, % at 8 µM; 330,000 compounds, 3% hits;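 active means inhibition of at least 50% at 8 µM in the primary screen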
# EBI2 block: EBI2 receptor antagonists, beta-arrestin recruitment, primary screen, cell-based, luminescence, 7a,25-OHC stimulation, uHTS; G-protein coupled receptor 183 (Homo sapiens), P32249; 7a,25-OHC stimulated; inhibition, % at 5 µM; 360,000 compounds, 0.81% hits; AID 651636, 2012; in the data active means inhibition above about 38%;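 further: enzyme fragment complementation signal reports receptor beta-arrestin coupling in cells; 0% = agonist plus DMSO wells and 100% = wells without agonist; some results beyond the cut were filed as inactive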
# CXCR6 block: CXCR6 receptor inhibitors, primary screen, cell-based, beta-arrestin, luminescence, CHO-K1 PathHunter, 1536-well; AID 602244, 2012; inhibition, % at 20 µM; C-X-C chemokine receptor type 6 (Homo sapiens), O00574; 360,000 compounds, 0.36% hits; in the data active means inhibition above about 34%, passing the limit was not always enough;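 further: antagonist mode with CXCL16 agonist at 10 nM final; 0% = 10 nM CXCL16 with DMSO and 100% = unstimulated wells without agonist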
# Target sequence (O00574 whole entry, looked up): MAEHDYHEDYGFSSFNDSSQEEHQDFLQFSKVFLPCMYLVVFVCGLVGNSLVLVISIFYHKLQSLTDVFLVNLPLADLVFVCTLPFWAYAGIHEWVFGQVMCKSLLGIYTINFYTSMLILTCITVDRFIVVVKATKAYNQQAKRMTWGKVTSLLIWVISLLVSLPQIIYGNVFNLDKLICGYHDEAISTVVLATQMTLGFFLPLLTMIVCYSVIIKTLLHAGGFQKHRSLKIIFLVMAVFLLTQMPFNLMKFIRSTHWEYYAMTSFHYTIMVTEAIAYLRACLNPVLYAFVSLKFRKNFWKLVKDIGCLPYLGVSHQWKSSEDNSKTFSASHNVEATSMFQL
# tim23-1 inh: growth inhibitors of tim23-1 mutant yeast, primary screen, luminescence, uHTS | S. cerevisiae tim23-1 growth, BacTiter-Glo luminescence, 24 h | inhibition, % at 20 µM | 330,000 compounds, 1.3% hits | AID 463212, 2010;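 active means growth inhibition of the mutant yeast at or above 50%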;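 further: temperature-sensitive mutant grown at 25 °C; plate controls were DMSO-treated mutant yeast for no effect and medium wells lacking yeast for full effect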
# Numbers without * were called inactive; . = no result given. Not all compounds are listed; the hit share may differ from the screen's.
SMILES,CCR6 antagonist,APJ ag,UPR XBP1 act,APJ antag,UPR CHOP act,Mdm2-MdmX inh,EBI2 block,CXCR6 block,tim23-1 inh
CS(=O)(=O)c1ccc(Cl)c(NC(=O)c2cc(S(=O)(=O)N3CCOCC3)ccc2N2CCCC2)c1,-1.8,-0.6,1.2,6.6,2.8,-17.0,0.8,-6.2,8.9
CCN(CC)C(=O)C1CCCN(Cc2cccc(Oc3ccccc3)c2)C1 (configuration not stated),6.1,-0.8,-4.9,15.0,-3.2,-3.7,-12.8,8.1,4.9
CCn1c(Cc2ccccc2)nnc1SCC(=O)Nc1nnc(-c2ccccc2)s1,0.9,-1.3,-3.1,13.1,1.1,6.0,-12.9,4.5,10.0
CC(C)(C)OC(=O)N1CCC[C@H]1C(=O)N/N=C/c1cccc2cccnc12,4.1,-2.0,-5.1,-0.5,-1.3,29.6,-27.1,-3.8,11.7
CC1(C)Cc2cccc(OCC(=O)Nc3ccc(S(N)(=O)=O)cc3)c2O1,0.3,-4.1,2.2,16.2,0.2,2.3,-2.9,-1.4,0.5
O=C(O)C(=O)/C(=C\c1cccc(Cl)c1)c1ccc2ccccc2n1,-5.9,-3.5,-0.8,-15.3,2.9,-101.6,11.1,2.3,32.7
CCCc1cc(=O)[nH]c(SCC(=O)c2cc(C)n(CCC)c2C)n1,0.1,-0.8,-2.8,9.6,-3.7,25.1,7.6,-0.9,29.4
Nc1c(C(=O)NC23CC4CC(CC(C4)C2)C3)sc2nc3c(c(C(F)(F)F)c12)CCC3,15.4,-7.1,3.4,2.2,1.8,15.8,3.4,-8.7,8.5
CCOc1ccc(C(=O)OCC(=O)Nc2cc(C)on2)cc1OCC,-7.1,-1.4,-1.0,-6.1,-1.9,5.0,-10.1,-10.1,4.1
Cc1ccc(C[n+]2cccc(-c3ccccc3)c2)c(C)c1,-7.8,-1.8,0.1,-6.5,-2.5,4.4,-6.3,-8.0,-23.6
CCN1CCN(C(=O)N(CC(=O)Nc2ccc(C(N)=O)cc2)S(=O)(=O)c2ccc(C)cc2)CC1,-5.3,0.2,2.9,7.9,-0.7,2.3,-5.6,-3.1,9.5
COc1ccc(S(=O)(=O)N2CCCCC2)cc1NC(=O)CCNC(=O)c1ccco1,3.8,-2.6,-3.6,-10.1,0.5,12.3,0.2,-1.5,-3.5
O=C1NC(=Nc2ccccc2)SC1(CO)CO,3.3,-1.8,-4.6,6.7,0.0,-4.8,1.9,6.1,-10.3
O=C(COC(=O)c1cc[n+]([O-])cc1)Nc1cc([N+](=O)[O-])ccc1Cl,1.9,-4.7,-3.3,4.7,-0.3,23.4,-3.7,-3.8,5.5
CCc1nn(C(CC)C(=O)NCc2cccc(OC)c2OC)c(=O)c2cc3occc3n12 (configuration not stated),11.3,-6.1,-5.7,10.6,-1.5,19.5,9.5,3.7,23.0
NC(=O)c1nn(CC(=O)Nc2ccc3c(c2)OCO3)cc1[N+](=O)[O-],-7.3,-1.0,-1.1,17.5,-0.4,4.8,3.3,-0.2,2.4
CC(C)(C)c1nc2ccccc2[nH]1,-5.3,-2.3,0.0,-2.0,0.0,3.5,-5.5,-6.0,1.2
CN1CCN(c2nc(Nc3ccc(F)cc3)nc(Nc3ccc(F)cc3)n2)CC1,7.5,-5.2,1.7,2.3,1.6,30.7,1.2,-4.7,19.8
CC(CN(C)Cc1nc(Cc2cccc(C(F)(F)F)c2)no1)CN1CCCC1 (configuration not stated),10.3,-1.8,2.7,-1.3,2.2,2.9,2.8,-6.8,-6.6
CC(=O)Nc1ccc(NC(=O)c2ccccc2CCc2ccccc2)cc1,3.2,-6.2,-1.5,1.7,0.0,-8.3,-2.5,0.2,-9.0
COCCSc1nnc(NC(=O)COC)s1,0.7,-3.3,0.2,14.7,0.3,6.1,-4.2,5.6,-4.4
C=C(C)CN(CC)C(=O)CC1C(=O)NCCN1C (configuration not stated),3.9,0.8,-1.0,-6.5,-1.2,7.0,-2.4,-11.1,5.6
CC1CN(C(=O)COC(=O)Cc2c(Cl)cccc2Cl)CC(C)O1 (configuration not stated),-3.2,-0.3,-0.5,3.5,-0.4,8.3,-5.8,3.2,13.6
CCNS(=O)(=O)c1ccc(NC(=O)c2ccccc2)cc1,-4.9,-4.9,-0.3,6.4,-1.3,12.6,-6.4,1.4,-3.3
COc1ccccc1NC(=O)CCC(=O)OCc1ccc(Br)cc1,16.1,-2.4,-0.3,-19.2,-0.4,3.8,-0.5,1.7,8.6
COc1ccc(CCN2CC(C(=O)N(C)Cc3ccccc3OC)CCC2=O)cc1 (configuration not stated),8.8,-2.9,-2.2,-37.2,-3.9,16.1,34.2,-7.8,0.3
C[C@@H](C(=O)Nc1ccc(SC(F)F)cc1)N1C(=O)C2CCCCC2C1=O (some centres not stated),1.1,-4.4,-0.7,-2.7,0.4,8.5,-4.5,10.4,29.4
COc1ccc(C2/C=C\CN(CC(C)C)CC(=O)N2Cc2cccc(F)c2)cc1 (configuration not stated),22.0,.,-1.6,.,2.3,-15.4,6.5,1.7,50.4*
O=C(O)Cn1cc(F)c(=O)[nH]c1=O,-9.2,2.4,-0.8,-8.7,0.2,-16.2,-11.0,-0.6,-7.6
Cc1ccc2[nH]c3c(c2c1)CNCC3,1.1,0.0,-2.0,-2.9,-1.5,-0.2,-5.2,-0.7,15.0
CCOc1cc(C(=O)O)ccc1OCCOc1ccccc1,0.7,2.2,3.0,3.1,-1.9,-28.8,-5.3,-7.2,12.8
CCn1cc(/C=C/C(=O)Nc2ccc(C)cc2Br)cn1,-3.2,-1.5,0.1,6.4,4.4,-38.7,-1.2,5.3,12.4
O=c1[nH]c(C(F)(F)F)nc2ccccc12,2.1,0.6,-0.1,-2.9,0.1,20.4,3.1,1.3,3.4
CSc1nc2sc3c(c2c(=O)[nH]1)CC(C)(C)OC3,8.6,1.2,1.6,1.3,3.2,-4.5,-5.6,6.0,13.8
CSc1ccc(S(=O)(=O)Nc2ccc(OCC(=O)N3CCOCC3)cc2)cc1,6.7,-3.6,-0.2,2.7,-1.6,27.3,0.1,6.8,3.0
O=c1c2ccccc2c(/C=N/n2cnnc2)c(O)n1-c1ccccc1,-4.5,-0.1,-4.1,-0.2,0.6,-22.1,0.3,-12.8,2.6
COc1ccc(N(CC(=O)NC2CCCC2)C(=O)CS(=O)CC(=O)Nc2ccc3c(c2)OCO3)cc1 (configuration not stated),-10.9,-0.6,-3.4,-1.4,-1.0,15.7,6.4,2.0,-0.6
O=S(=O)(c1cnc(Cl)c(Br)c1)N1CCN(c2ncccn2)CC1,-21.2,-2.1,-2.9,-26.2,0.8,28.5,3.7,-4.2,-12.2
O=C(Nc1ccc2c(c1)CCC2)c1cc(=O)[nH]c2ccccc12,7.9,1.2,-0.6,3.3,5.9,-5.4,-2.8,-4.9,-2.7
C[C@]12c3[nH]c4ccc(Cl)cc4c3CCN1C(=O)[C@@H](CC(=O)NCC13CC4CC(CC(C4)C1)C3)C[C@@H]2C(=O)N1CCOCC1,25.0,.,12.0,.,8.9,66.0*,14.4,-12.9,40.6
CCCN1CCN(CCCNC(=O)Cn2nc(C)n3c(cc4cc(F)ccc43)c2=O)CC1,5.1,-3.6,-4.9,-3.8,-0.3,13.6,-0.4,6.5,4.9
CCC(=O)Nc1cc(C(C)(C)C)ccc1C(C)=O,10.6,2.7,0.1,6.8,-0.1,9.7,-12.5,-2.8,17.5
Cc1c(O)ccc(-c2n[nH]c(C(=O)O)c2-c2nc3ccccc3s2)c1O,8.6,-2.2,0.1,2.2,1.2,5.3,-17.1,4.2,-0.2
O=C(NCc1ccco1)c1cc2c(s1)CSC2,11.4,-0.9,-2.1,0.0,-0.3,9.6,.,.,-1.3
COc1ccnc(Oc2ccc(F)cc2)c1-c1ncn[nH]1,7.8,0.7,-3.2,-6.0,-1.6,-14.0,-14.8,-9.7,0.4
COc1ccccc1N1CCN(C(=O)c2cn(Cc3ccccc3)nc2-c2cccnc2)CC1,-2.2,2.3,-1.2,-28.5,-2.4,4.6,-5.6,-0.1,17.0
COC(=O)C1=C(C)Nc2c(c(=O)n(C)c(=O)n2C)C1c1cccc(O)c1 (configuration not stated),6.1,-3.8,-0.5,-22.2,1.6,-4.2,5.6,2.8,0.6
CC1(C)CC(=O)C/C(=N\NC(=O)C2CC23CCC3)C1 (configuration not stated),28.5,-2.6,2.9,6.3,-2.1,15.5,-7.4,-2.6,1.7

# Record cards (already shown). Order of values: CCR6 antagonist	APJ ag	UPR XBP1 act	APJ antag	UPR CHOP act	Mdm2-MdmX inh	EBI2 block	CXCR6 block	tim23-1 inh
# `COc1ccccc1N1CCN(C(=O)c2cn(Cc3ccccc3)nc2-c2cccnc2)CC1` as listed: -2.2	2.3	-1.2	-28.5	-2.4	4.6	-5.6	-0.1	17.0
# `CCCN1CCN(CCCNC(=O)Cn2nc(C)n3c(cc4cc(F)ccc43)c2=O)CC1` as listed: 5.1	-3.6	-4.9	-3.8	-0.3	13.6	-0.4	6.5	4.9
# `CCC(=O)Nc1cc(C(C)(C)C)ccc1C(C)=O` as listed: 10.6	2.7	0.1	6.8	-0.1	9.7	-12.5	-2.8	17.5
# `O=S(=O)(c1cnc(Cl)c(Br)c1)N1CCN(c2ncccn2)CC1` as listed: -21.2	-2.1	-2.9	-26.2	0.8	28.5	3.7	-4.2	-12.2

# Continued:
SMILES,CCR6 antagonist,APJ ag,UPR XBP1 act,APJ antag,UPR CHOP act,Mdm2-MdmX inh,EBI2 block,CXCR6 block,tim23-1 inh
Clc1ccc(-c2ccnc(Oc3ccc4ccccc4c3)n2)cc1,-12.3,2.6,5.9,8.2,0.8,37.7,5.0,3.0,-4.9
COc1ccc(N(C(=O)COc2ccccc2OC)S(=O)(=O)c2ccc(C)cc2)cc1,-7.0,-0.5,-5.3,14.8,2.4,37.4,-7.5,6.8,45.3
CCOC(=O)C1CCN(S(=O)(=O)c2ccc(OCC(=O)OC)cc2)CC1,0.3,1.9,-2.6,6.4,-0.4,14.7,-5.7,-8.1,15.1
COc1ccc2c(c1OC)C(=O)N1N=C(c3ccc(Cl)cc3)CC21 (configuration not stated),12.7,-1.1,0.2,8.3,3.6,-12.6,-12.1,4.6,38.8
CCOc1ccc(NC(=O)N(CCC(C)C)C2CCN(C(C)=O)CC2)cc1,1.6,-3.6,-0.4,-9.9,-0.2,7.8,-10.4,8.4,5.5
